Screening results deposited in PubChem BioAssay by National Center for Advancing Translational Sciences (NCATS).
PI5P4Ka inh – inhibitors of human PI5P4K alpha | PI5P4Kalpha enzyme, ADP-Glo luminescence, 60 min; stronger effect = lower value | hit rate 1.2% among 330,000 | max response, % | AID 652105 | P48426; active = max response of -50% or lower; inconclusive = between -30% and -50%; inactive = -30% or higher; also: value at the top dose of about 77 µM; % is scaled to controls: 0 for no effect and ±100 for the full control effect
Target sequence (P48426 whole entry, looked up): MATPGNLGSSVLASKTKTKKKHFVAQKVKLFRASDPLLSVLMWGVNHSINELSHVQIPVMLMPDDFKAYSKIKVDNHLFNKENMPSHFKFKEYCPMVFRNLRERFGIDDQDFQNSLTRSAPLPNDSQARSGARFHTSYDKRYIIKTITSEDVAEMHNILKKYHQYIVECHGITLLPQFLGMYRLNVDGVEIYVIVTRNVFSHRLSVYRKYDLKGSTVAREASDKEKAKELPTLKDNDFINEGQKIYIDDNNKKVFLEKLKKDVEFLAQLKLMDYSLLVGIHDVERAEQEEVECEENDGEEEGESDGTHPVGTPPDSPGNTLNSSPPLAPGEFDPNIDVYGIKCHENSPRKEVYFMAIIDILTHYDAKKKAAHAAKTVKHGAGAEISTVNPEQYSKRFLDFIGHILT
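Controls without substrate or without enzyme flank wells where PI5P4Kalpha converts substrate using 5 microM ATP (final). Incubation lasts 60 minutes at room temperature; ADP formed is read by ADP-Glo luminescence.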
WRN inhibitor – inhibitors of human WRN helicase | WRN helicase unwinding, fluorescent forked duplex, kinetic | Q14191 | Potency, µM (top dose mostly 114 µM), without a hit: top-dose activity change, negative = inhibition, most hits filed as inhibitors | hit rate 0.46% among 360,000; also: potency is read from the fitted curve at half-maximal effect; % is scaled to controls: 0 for no effect and ±100 for the full control effect; nearly all actives have a fitted effect of over 55% in size
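Screening of the MLSMR collection measured strand separation of a quenched forked DNA duplex (100 nM) by 20 nM WRN with 2 mM ATP, all final. Compounds were preincubated with enzyme 15 min at room temperature.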
GLP1R inv ag – GLP-1 receptor (human) inverse agonism; P43220; HEK293 GLP-1R CRE-luciferase, luminescence, 24 h; GLP-1R form is constitutively active; Potency, µM (titrated, usually from 38.3 µM), for inactives: at the highest dose activity change, negative = inhibition, usual class: inhibitors; hit rate 1.6% among 410,000; also: potency is read from the fitted curve at half-maximal effect; % is scaled to controls: 0 for no effect and ±100 for the full control effect; nearly all actives have a fitted effect of over 55% in size
Target sequence (P43220 whole entry, looked up): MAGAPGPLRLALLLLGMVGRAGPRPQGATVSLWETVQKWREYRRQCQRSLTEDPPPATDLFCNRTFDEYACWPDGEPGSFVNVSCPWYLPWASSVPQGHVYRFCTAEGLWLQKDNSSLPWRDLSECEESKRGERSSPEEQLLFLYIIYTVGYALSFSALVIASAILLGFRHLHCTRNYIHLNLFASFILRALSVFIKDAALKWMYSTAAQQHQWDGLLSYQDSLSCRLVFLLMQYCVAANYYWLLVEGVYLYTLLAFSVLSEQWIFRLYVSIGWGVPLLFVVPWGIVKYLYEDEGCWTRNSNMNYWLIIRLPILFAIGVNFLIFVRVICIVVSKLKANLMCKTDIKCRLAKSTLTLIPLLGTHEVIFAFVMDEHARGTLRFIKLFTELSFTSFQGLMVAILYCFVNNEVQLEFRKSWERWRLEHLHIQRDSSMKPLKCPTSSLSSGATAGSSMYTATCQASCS
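Luminescence readout: a drop in cAMP-driven luciferase signal flags inverse agonism at a constitutively active GLP-1R stably expressed in HEK293. Compound exposure lasted 24 hr at 37 deg C, 5% CO2.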
DRD3 antagonist – antagonists of human D3 dopamine receptor | P35462 | D3R cells, DiscoveRx beta-arrestin luminescence, antagonist mode; stronger effect = lower value | max response, negative = inhibition, % | hit rate 2.5% among 360,000; in the data active = max response below about -50%; inconclusive = no clear call, values can overlap the other calls; also: % is scaled to controls: 0 for no effect and ±100 for the full control effect; mostly tested at two doses, the higher about 12 µM
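Cells expressing the human receptor were seeded at 1500 cells/well, incubated overnight at 37 degrees C in 5% CO2, then exposed to library compounds with dopamine controls for 90 minutes at 37 degrees C before luminescent detection.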
DRD3 agonist – agonists of human D3 dopamine receptor. hit rate 0.58% among 410,000. max activation, %. D3R DiscoveRx beta-arrestin cells, luminescence, 90 min; in the data active = max activation above about 30%; also: 0% is about no effect; mostly tested at two doses, the higher about 12 µM
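Agonist mode: compounds and dopamine controls were applied to plated cells for 90 min at 37 degrees C after an overnight attachment at 1500 cells/well. Luminescent read-out followed 30 - 60 minutes at room temperature with DiscoveRx detection reagent.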
IL2 activator – activators of IL-2 | IL-2 activation reporter assay, cell-based qHTS; stimulated with anti-CD3/CD4/CD28 beads; in transgenic mouse T cells | activation, % (series mostly up to about 46 µM) | hit rate 0.065% among 360,000 | AID 652025; in the data active = activation above about 50%; inconclusive = mostly about 30% to 49%; also: 0% is about no effect
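Unstimulated transgenic mouse T cells, 750 per well, received compound and, after 60 minutes, anti-CD3/anti-CD4 bead plus anti-CD28 stimulation. EGFP and DsRed were quantified after 18 hours.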
PLK1 PBD block – PLK1 (human) polo-box domain binding inhibition | P53350 | Potency, µM, for the others: max response, negative = inhibition, usual class: inhibitors | hit rate 2.8% among 360,000 | Plk1 PBD binding of FITC phosphopeptide, fluorescence polarization; also: potency is read from the fitted curve at half-maximal effect; series mostly up to about 57 µM; % is scaled to controls: 0 for no effect and ±100 for the full control effect; nearly all actives have a fitted effect of over 65% in size
GLP1R cytotox – cytotoxic in the GLP-1 receptor inverse agonist counter-screen; hit rate 0.13% among 410,000; Potency, µM (series often up to 38.3 µM), for the others: top-dose activity change, negative = inhibition, most hits filed as inhibitors; HEK293 cAMP-luciferase reporter cells, luminescence, 24 h; AID 624418;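 also: loss of luciferase light is scored as toxicity; potency is read from the fitted curve at half-maximal effect; % is scaled to controls: 0 for no effect and ±100 for the full control effect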
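Luminescence readout: signal drop marks cytotoxicity. Plated cells grew 12 h at 37 °C, 5% CO2, received 23 nL compound for 24 h, then got luciferase reagent, read after 12 min at RT.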
GLP-1R agonist – GLP-1 receptor (human) agonism; P43220; HEK293 GLP-1R CRE-luciferase, luminescence, 4-6 h; cells express a hypersensitive GLP-1R form; Potency, µM (titrated, usually from 45.6 µM), for inactives: top-dose activation, usual class: activators; hit rate 0.007% among 380,000; also: potency is read from the fitted curve at half-maximal effect; % of control where 0% means no effect
* = called active by the depositor; u = inconclusive; x = not tested or not shown; & = joins results of further samples; [ ] = remark or other dose. Unless noted, calls follow the shape of the dose curve; as a rule, active = well fitted curve in the direction sought with a large enough effect; inconclusive = small, poorly fitted or top-dose-only effect, or another doubt; inactive = no such curve, though single readings can be large; an effect the other way counts as inactive or inconclusive. The list is partial. The share of hits here may be higher or lower than overall.

SMILES | PI5P4Ka inh | WRN inhibitor | GLP1R inv ag | DRD3 antagonist | DRD3 agonist | IL2 activator | PLK1 PBD block | GLP1R cytotox | GLP-1R agonist
CCOP(=O)(C#CC(C)(C)C)C1(O)CCCCC1 (centres undefined) | 3 | 11% | 7% | 10 | -1 | -2.1 | -9% | -1% | -3%
COc1ccc(C2NCCc3[nH]cnc32)cc1 (centres undefined) | 1 | -1% | 6% | -4 | 1 | 0.4 | -7% | -4% | -1%
O=C(c1csc2c1CCCCC2)N1CCC2(CC1)OCCO2 | x | -11% | 9% | -14 | 3 | -2.7 | -3% | 5% | 19%
O=C1NC(=O)N(c2cccc(Br)c2)C(=O)/C1=C/c1ccsc1 | -64* | -33% | u | -1 | 1 | -4.3 | 2.4µM* | u | 2%
Cc1ccc(N=C2N=C(N)c3ccccc32)c(C)c1 | 8 | 12% | u | u | -6 | -2.4 | -9% | -28% | 5%
CN1CCN(CCOC2c3ccccc3CSc3ccc(Cl)cc32)CC1 (centres undefined) | 14 | 6% | u | -90* | -33 | -4.8 | -2% | u | 5%
COC(=O)C1=Nc2ccccc2/C1=C\c1c(O)n(-c2ccc(Br)cc2)c(=O)[nH]c1=O | -102* | 50µM* | -3% | 1 | 5 | -1.9 | 1.7µM* | -11% | -6%
O=P1(c2ccccc2)Nc2ccccc2N1c1ccccc1 (centres undefined) | -11 | -13% | 4.5µM* | 2 | 29 | -1.0 | 0% | -1% | 5%
COc1cccc(N2C(=O)NC(=O)/C(=C\c3ccc([N+](=O)[O-])s3)C2=O)c1 | -64* | u | 17% | -28 | -3 | 1.1 | 5.3µM* | u | 1%
O=S1(=O)CCN(CCc2c[nH]c3ccccc23)CC1 | 4 | 3% | 22% | -15 | -9 | 0.0 | 1% | -3% | 0%
Cc1onc(-c2ccccc2Cl)c1C(=O)OCC(=O)c1ccc2c(c1)OCCO2 | 0 | -7% | u | 13 | -1 | -1.4 | u | -16% | 2%
CCN(CC)C1=NC(=[N+](CC)CC)c2ccccc21 | x | 4% | -9% | -15 | -14 | -1.0 | -4% | u | -2%
CN1CCN(/N=C/c2c(O)n(CCC3=CCCCC3)c(=S)[nH]c2=O)CC1 | -24 | u | -14% | 9 | -15 | 3.1 | -12% | -2% | 9%
O=c1[nH]c(=O)n(C2CCCCCC2)c(O)c1C=NC1CCN(Cc2ccccc2)CC1 | -6 | 1% | -32% | -58* | -15 | -2.1 | -12% | 0% | -4%
O=C(Nc1cccc2ccccc12)N1CCC2(CC1)OCCO2 | 2 | -4% | 7% | 6 | 2 | -2.3 | -6% | -12% | 1%
COc1ccc([C@H]2CC(=O)C=C(c3ccc4c5c(cccc35)CC4)C2)cc1 | 12 | 2% | u | -1 | -13 | -2.6 | -3% | 30% | 4%
Cc1cc(NC(=O)COC(=O)c2c(C)nn(Cc3ccccc3)c2C)no1 | -2 | 3% | -13% | -1 | 8 | 0.0 | 3% | -17% | -2%
O=C1/C(=C\c2ccccc2)CN(C(=O)CCN2CCCCC2)C/C1=C/c1ccccc1 | 1 | -24% | u | -62* | -8 | -0.7 | u | u | -4%
CC12CN3CC(C)(CN(C1)C3c1cccs1)C2 (centres undefined) | x | -1% | -13% | 13 | -15 | -2.7 | -7% | 0% | 0%
O=C(Nc1ccc(C(F)(F)F)cc1)c1cccn(Cc2ccc3c(c2)OC(F)(F)O3)c1=O | 16 | 9% | 2% | 7 | -3 | -3.0 | -13% | 9% | -2%

Next section, starting with the last 3 of the part before.
SMILES | PI5P4Ka inh | WRN inhibitor | GLP1R inv ag | DRD3 antagonist | DRD3 agonist | IL2 activator | PLK1 PBD block | GLP1R cytotox | GLP-1R agonist
O=C1/C(=C\c2ccccc2)CN(C(=O)CCN2CCCCC2)C/C1=C/c1ccccc1 | 1 | -24% | u | -62* | -8 | -0.7 | u | u | -4%
CC12CN3CC(C)(CN(C1)C3c1cccs1)C2 (centres undefined) | x | -1% | -13% | 13 | -15 | -2.7 | -7% | 0% | 0%
O=C(Nc1ccc(C(F)(F)F)cc1)c1cccn(Cc2ccc3c(c2)OC(F)(F)O3)c1=O | 16 | 9% | 2% | 7 | -3 | -3.0 | -13% | 9% | -2%
O=c1c2ccccc2nc(/C=C/c2ccc(O)c(O)c2)n1-c1ccccc1 | -26 | -9%[11.6 µM] | 6% | 25 | 6 | 27 | 45%[activator] | 95%[activator] | 14%
O=C(Cn1c(=O)n(CC2CS2)c2ccccc21)N1CCCCCC1 (centres undefined) | 7 | -7% | 7% | 14 | 7 | 0.2 | -2% | 10% | 2%
O=C(NCc1ccco1)C(c1ccco1)N(C(=O)Cn1nnc2ccccc21)c1ccc2c(c1)CCC2 (centres undefined) | 1 | -8% | u | 0 | -13 | -0.7 | -3% | -6% | 3%
Nc1c(C(=O)OCC2CCCO2)c2nc3ccccc3nc2n1Cc1cccs1 (centres undefined) | -6 | -8% | u | 45 | 8 | 1.1 | -8% | 199%[activator] | 0%
C[C@]12CCC3C(CC[C@H]4C[C@H](O)CC[C@]34C)C1[C@@H](O)[C@@H](O)[C@@H]2O (some centres undefined) | -2 | -1% | 8% | 14 | 3 | -0.1 | 6% | 7% | 17%
Cc1ccc(N2C(=O)NC(=O)/C(=C\c3cc(C)n(-c4ccc(C(=O)O)cc4)c3C)C2=O)cc1 | -26 | -4%[11.6 µM] | 8% | 18 | 2 | -0.1 | u | 1% | -2%
CC(C)c1ccc(Oc2cccc3c2S(=O)(=O)N(C2CCCC2)CC(COCc2ccccc2)O3)cc1 (centres undefined) | 4 | -6% | 5.6µM* | 0 | -26 | -0.5 | -9% | -1% | 6%
Cn1c(O)c(C(=N)COc2ccccc2)c(=O)n(C)c1=O | x | 3% | 0% | -4 | 45* | 2.9 | -5% | 2% | 0%
COc1cc(O)cc2c1cc([N+](=O)[O-])c1c(C(=O)O)cc3c(c12)OCO3 | u | -17% | -1% | -23 | 12 | -0.2 | -12% | -6% | 2%
COC(=O)C1=C(c2ccc(-c3ccccc3)c(F)c2)C[C@@H]2CC[C@H]1N2C(=O)NC1Cc2ccccc2C1 | 10 | 1% | u | 3 | -4 | -0.6 | -10% | 2% | 1%
CCN1CCN(c2ncc(C(=O)Nc3cc(Cl)ccc3OC)c3ccccc23)CC1 | 6 | -8% | 1.8µM* | 7 | -9 | -1.0 | -2% | u | 2%
c1ccc(COc2ncnc3c2ncn3CCCN2CCN(Cc3cccc4ccccc34)CC2)cc1 | 3 | -4% | 3.5µM* | -67* | -5 | -4.8 | -2% | u | -7%
CNc1cccc2c1C(=O)c1ccccc1C2=O | -11 | -27% | 53%[activator] | -14 | -5 | -0.2 | -11% | u | 16%
NC(Cc1ccc(Cl)cc1)c1csc(Nc2ccccn2)n1 (centres undefined) | -1 | -11% | -16% | 0 | -3 | -0.5 | -13% | 3% | -3%
O=c1[nH]c2ccccc2n1C1CCN(C(c2ccccc2)c2nnnn2Cc2ccccc2)CC1 (centres undefined) | -5 | -8% | u | 71 | 6 | 0.1 | 4% | u | -3%
CCOC(=O)CNC(=O)N1Cc2cc(-c3ccccc3)ccc2-n2nncc2C1 | -2 | -3% | 9% | 16 | 8 | 1.0 | 0% | 4% | 4%
COC(=O)C1=CO[C@H](C)[C@H]2CN3CC[C@@]4(C(=O)Nc5ccccc54)[C@@H]3C[C@H]12 | 0 | 7% | -4% | 9 | 7 | 0.8 | -6% | 3% | 4%
Cc1cc(OCc2cc(C(=O)O)oc2C)c2c3c(c(=O)oc2c1)CCCC3 | x | -33% | 0% | -30 | -4 | -3.6 | -19% | 0% | 22%
Cc1ccc(-n2c(O)c(C=Nc3ccc(Br)cn3)c(=O)[nH]c2=O)cc1 | -9 | -8% | 42%[activator] | -4 | 2 | -2.1 | -4% | 5% | -1%
Cc1cc(/C=C2\C(=O)NC(=O)N(Cc3ccccc3)C2=O)c(C)n1-c1ccc(Cl)c(C(=O)O)c1 | -94* | 28µM* | 11% | 11 | 1 | -0.3 | 6µM* | -15% | -2%
COc1ccc(CNCCC(c2ccc(F)cc2)c2ccc(OC(C)C)cc2)cc1OC (centres undefined) | 3 | 0% | 4µM* | 1 | -22 | 1.1 | 1% | u | 9%
Cc1ccc(P(=S)(c2ccc(C)o2)N2CCOCC2)o1 | -2 | 8% | -10% | 14 | 1 | 2.2 | u | 0% | -1%
COC(=O)N(c1ccccc1)P(=O)(Oc1ccccc1)Oc1ccccc1 | 13 | 0% | u | 44 | 1 | -1.8 | 1% | 0% | 2%
O=c1c2ccccc2[se]n1-c1ccccc1 | -91* | -17%[11.6 µM] | u | 5 | -6&-20 | -0.7 | 3µM* | 0% | 7%&-6%
NNC(N)=O | 0 | 1% | -2% | 11 | -24 | 0.3 | 0% | -9% | 0%
CCNC(=O)O/N=C(\C)c1sc(-c2ccccc2)nc1C | -2 | 2% | 7% | -11 | -7 | -1.0 | 24µM* | -9% | 16%
CN(C)CCCNC(=S)Nc1ccc(-c2ccccc2)cc1 | 8 | 8% | 11µM* | -7 | -16 | 1.1 | -7% | u | 0%
COc1cc(/C=C2\C(=O)NC(=O)N(c3ccccc3)C2=O)cc(OC)c1OC | u | 50µM* | 15% | 39 | -12 | 0.5 | 13µM* | -5% | -2%
O=C1NC(=O)N(Cc2ccco2)C(=O)/C1=C\c1ccc(-c2ccc(F)cc2)o1 | -73* | 32µM* | -23% | -15 | -8 | -2.9 | 0.42µM* | u | 8%
O=C(c1cc2cc(Br)ccc2[nH]1)N1CCC2(CC1)OCCO2 | -22 | 2% | -8% | -24 | -3 | 0.7 | -9% | 14% | 1%
COC(=O)C1=C(c2ccc(Cl)c(C(F)(F)F)c2)C[C@@H]2CC[C@H]1N2C(=O)NC1CCCCC1 | 6 | -15% | 2% | u | -4 | -4.2 | 2% | 0% | -1%
COC(=O)C1=C(c2ccccc2)C[C@@H]2CC[C@H]1N2C(=O)NCc1cccc2ccccc12 | -4 | -1% | u | -11 | -24 | 0.1 | -16% | 12% | 7%
O=C1/C(=C\c2ccc(Cl)c(Cl)c2)N2CCC1CC2 | 12 | -5% | -28% | -11 | 5 | 3.0 | -8% | -22% | 4%
